High-throughput results: PubChem BioAssay, National Center for Advancing Translational Sciences (NCATS)
TRHR ag: agonists of human TRH receptor | TRHR cells, calcium flux fluo-8, FDSS agonist mode | hit rate 0.18% among 360,000 | AID 493084 | activation, % at 2 µM | P34981; also: 0% is about no effect
Target sequence (P34981 whole entry, looked up): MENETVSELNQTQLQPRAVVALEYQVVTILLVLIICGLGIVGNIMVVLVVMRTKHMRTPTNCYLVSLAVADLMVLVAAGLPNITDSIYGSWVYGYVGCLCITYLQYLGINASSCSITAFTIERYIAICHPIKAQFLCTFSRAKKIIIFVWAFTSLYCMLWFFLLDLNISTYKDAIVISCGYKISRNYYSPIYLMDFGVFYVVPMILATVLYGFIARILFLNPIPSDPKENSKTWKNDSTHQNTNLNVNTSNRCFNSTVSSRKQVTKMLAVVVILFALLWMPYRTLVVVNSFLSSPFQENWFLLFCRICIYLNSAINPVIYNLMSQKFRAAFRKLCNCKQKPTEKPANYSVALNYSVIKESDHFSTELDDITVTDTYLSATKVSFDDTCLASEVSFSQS
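TRHR-expressing cells, plated overnight in medium with 10% serum, were loaded with fluo-8 calcium dye at room temperature. After a 10 s baseline, library compound was pin-added and calcium release was recorded kinetically (ex 480/em 530) as agonist response.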
RXFP1 antagonist: blocks the human relaxin receptor RXFP1 | Q9HBX9 | HEK293-RXFP1, relaxin-stimulated cAMP HTRF, 30 min; active compounds read low | activity change, negative = inhibition, % at 57.5 µM | hit rate 0.59% among 350,000 | AID 1259400;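 active = activity change of -60% or lower, but not beyond a set lower limit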; also: % is scaled to controls: 0 for no effect and ±100 for the full control effect
D2 agonist: activates the human D2 dopamine receptor; P14416; HEK293 T-REx D2 cells, calcium flux agonist mode; activation, % at 2 µM; hit rate 0.53% among 340,000; AID 485358;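 active = activation over 3 SD above normal in the single-dose calcium agonist read, cut at about 30% in these data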; also: 0% is about no effect
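Tetracycline-induced HEK293 Trex cells with D2 receptor force-coupled to calcium signaling, plated overnight at 30 C and loaded with no-wash calcium dye. Calcium flux read kinetically for 180 s after compound addition; responses flag agonists.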
TRHR PAM: allosteric enhancers of human TRH receptor; P34981; TRHR cells, fluo-8 calcium fluorescence, EC20 TRH enhancement; enhancement, % at 2 µM; hit rate 0.66% among 360,000; AID 493056; in the data active = enhancement above about 30%; also: 0% is about no effect
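TRHR-expressing cells loaded with fluo-8 calcium dye were read kinetically (ex 480/em 530) during compound addition, then stimulated with an EC20 of TRH (10 nM final). Enhancement of the Gq-mediated intracellular calcium response was scored.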
D1 potentiator: enhances dopamine response at the human D1 receptor; HEK293 TREx D1 cells, calcium flux, dopamine EC20 potentiation; AID 504651; hit rate 0.036% among 360,000; potentiation, % at 10 µM; in the data active = potentiation above about 30%; also: 0% is about no effect
Target sequence (P21728 whole entry, looked up): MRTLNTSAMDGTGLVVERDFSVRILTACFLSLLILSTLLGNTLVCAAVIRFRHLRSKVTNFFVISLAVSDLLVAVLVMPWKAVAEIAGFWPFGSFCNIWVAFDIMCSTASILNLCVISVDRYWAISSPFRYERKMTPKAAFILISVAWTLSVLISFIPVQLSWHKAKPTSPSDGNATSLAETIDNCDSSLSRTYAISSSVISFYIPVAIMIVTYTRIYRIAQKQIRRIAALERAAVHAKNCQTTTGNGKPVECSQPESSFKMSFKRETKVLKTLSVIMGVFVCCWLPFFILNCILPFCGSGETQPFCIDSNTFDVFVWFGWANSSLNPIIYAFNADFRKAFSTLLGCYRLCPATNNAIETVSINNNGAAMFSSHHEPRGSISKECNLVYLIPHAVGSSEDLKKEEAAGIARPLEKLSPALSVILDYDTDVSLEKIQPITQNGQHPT
D1 ag: human D1 receptor agonism; P21728; HEK293 T-REx D1 cells, calcium flux, agonist mode; hit rate 1% among 360,000; activation, % at 2 µM; also: 0% is about no effect
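Agonism was scored from calcium flux recorded over 180 s (1 read/s) after pintool compound addition, following a 10-cycle baseline. Cells were inducible force-coupled HEK293 TREx D1, plated overnight at 30 C and loaded with no-wash calcium dye.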
D2 potentiator: positive allosteric modulators of human D2 dopamine receptor. P14416. HEK293 T-REx D2, calcium flux, EC20 dopamine potentiation. potentiation, % at 10 µM. hit rate 0.34% among 340,000. AID 485347;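 active = potentiation over 3 SD above the plate norm, cut at about 30% in these data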; also: 0% is about no effect
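Potentiation of an EC20 dopamine calcium response is measured in a force-coupled, tetracycline-inducible Hek293 Trex D2 line. Compound-only kinetic reads over 180 s flag agonists before dopamine addition.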
D1 antag: blocks dopamine activation of the human D1 receptor. P21728. HEK293 TREx D1 cells, calcium flux, dopamine EC80; active compounds read low. activity change, negative = inhibition, % at 10 µM. hit rate 3.2% among 360,000. AID 504652; in the data active = activity change below about -30%; also: % is scaled to controls: 0 for no effect and ±100 for the full control effect
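Kinetic fluorescence of a calcium dye serves as the read-out. D1-expressing Hek293 Trex cells, induced overnight at 30 C, are exposed to compound for 180 s before an EC80 dopamine addition, then read 180 s further.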
D2 antagonist: antagonizes the human D2 dopamine receptor; inhibition, % at 10 µM; HEK293 TREx D2 cells, calcium flux, dopamine EC80; hit rate 2% among 340,000; in the data active = inhibition above about 30%; also: 0% is about no effect
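Tetracycline-induced HEK293 TREx cells expressing D2 receptor forced-coupled to calcium signalling, loaded with no-wash calcium dye. Compounds added and calcium flux read 180 s, then dopamine added at EC80 and read a further 180 s.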
* marks the source's active call; other numbers are inactive results; . = not tested or not shown; & = joins results of further samples; ! = not confirmed by another sample. Rule as the data show it, unless noted: active = activation above about 30%; inactive = the rest. Hits appear at their usual frequency; any-hit rate near 7.3%.

SMILES	TRHR ag	RXFP1 antagonist	D2 agonist	TRHR PAM	D1 potentiator	D1 ag	D2 potentiator	D1 antag	D2 antagonist
Cc1nn2c(c1-c1ccccc1)NC1=C(C(=O)CCC1)C2c1ccccc1 (stereo not drawn)	-1.2	-6	-0.3	-1	-4	3	-6	-12	14
Cc1cc(NC(=O)c2cccc(S(=O)(=O)N3c4ccccc4CC3C)c2)no1 (stereo not drawn)	-0.2	-8	-1.4	-1	-1	2	-5	8	2
CCn1c(CNC(C)=O)nnc1SCC(=O)c1ccc(Br)cc1	0.0	-5	.	8	-1	1	.	-15	.
CCC(O)CNc1nc(-n2nc(C)cc2C)nc2sc3c(c12)CC(C)(C)OC3 (stereo not drawn)	0.0	-2	-0.8	-4	2	1	-4	2	0
Cc1ccc(C(=O)NNC(=O)c2csc(N3CCOCC3)n2)o1	0.4	-2	0.3	-9	-12	3	-4	-3	17
CC(=O)c1c(C)[nH]c(C(=O)C(C)Sc2nnc(NC3CC3)s2)c1C (stereo not drawn)	0.1	-16	-0.4	4	-12	4	-5	-22	-38
CN(C1CCCCC1)S(=O)(=O)c1ccc(C(=O)O)cc1	0.0	2	-0.7	2	0	3	14	0	-7
CCO[C@H]1OC(C(=O)N2CCN(Cc3ccc4c(c3)OCO4)CC2)=C[C@@H](C(C)(C)C)[C@@H]1CCCO	-0.2	.	-0.6	-2	-2	-2	8	4	-3
O=c1c(-c2ccc(O)cc2)coc2c([C@@H]3O[C@H](CO)[C@@H](O)[C@H](O)[C@H]3O)c(O)ccc12	-0.4	.	-0.3	16	2	1	24	.	-28
CCCCN(CC)C(=O)C1CCC(CNS(=O)(=O)c2cccc3nsnc23)CC1 (stereo not drawn)	-1.0&-0.1	1&-5	-0.4	-6&-4	-4&-3	7&8	7&5	-31*!	-8
c1ccc(CCn2nnnc2CN2CCN(C3CCCC3)CC2)cc1	-1.3	-1	1.0	-1	0	7	.	-2	-18
CN(C)CCN(Cc1ccccc1)S(=O)(=O)c1ccc(-c2ccc(=O)[nH]n2)s1	0.8	9	3.7	-1	-9	2	-11	14	-26

Some of the entries so far, comma-delimited:
molecule,TRHR ag,RXFP1 antagonist,D2 agonist,TRHR PAM,D1 potentiator,D1 ag,D2 potentiator,D1 antag,D2 antagonist
Cc1cc(NC(=O)c2cccc(S(=O)(=O)N3c4ccccc4CC3C)c2)no1 (stereo not drawn),-0.2,-8,-1.4,-1,-1,2,-5,8,2
CCCCN(CC)C(=O)C1CCC(CNS(=O)(=O)c2cccc3nsnc23)CC1 (stereo not drawn),-1.0&-0.1,1&-5,-0.4,-6&-4,-4&-3,7&8,7&5,-31*!,-8
CCC(O)CNc1nc(-n2nc(C)cc2C)nc2sc3c(c12)CC(C)(C)OC3 (stereo not drawn),0.0,-2,-0.8,-4,2,1,-4,2,0
c1ccc(CCn2nnnc2CN2CCN(C3CCCC3)CC2)cc1,-1.3,-1,1.0,-1,0,7,.,-2,-18
Cc1nn2c(c1-c1ccccc1)NC1=C(C(=O)CCC1)C2c1ccccc1 (stereo not drawn),-1.2,-6,-0.3,-1,-4,3,-6,-12,14
O=c1c(-c2ccc(O)cc2)coc2c([C@@H]3O[C@H](CO)[C@@H](O)[C@H](O)[C@H]3O)c(O)ccc12,-0.4,.,-0.3,16,2,1,24,.,-28
Cc1ccc(C(=O)NNC(=O)c2csc(N3CCOCC3)n2)o1,0.4,-2,0.3,-9,-12,3,-4,-3,17

3 entries out of the list above, sorted by the value under D1 potentiator, rising.
| Structure | D1 potentiator |
| --- | --- |
| Cc1nn2c(c1-c1ccccc1)NC1=C(C(=O)CCC1)C2c1ccccc1 (stereo not drawn) | -4 |
| CCO[C@H]1OC(C(=O)N2CCN(Cc3ccc4c(c3)OCO4)CC2)=C[C@@H](C(C)(C)C)[C@@H]1CCCO | -2 |
| CCn1c(CNC(C)=O)nnc1SCC(=O)c1ccc(Br)cc1 | -1 |

Further results follow.
SMILES	TRHR ag	RXFP1 antagonist	D2 agonist	TRHR PAM	D1 potentiator	D1 ag	D2 potentiator	D1 antag	D2 antagonist
COc1ccc(N2CC(C(=O)NC3CCSC3=O)CC2=O)cc1 (stereo not drawn)	-0.1	-21	-0.2	-13	-8	5	11	-13	-6
COc1cc(C(=O)NS(=O)(=O)c2ccccc2C)ccc1Cc1cn(C)c2ccc(NC(=O)OC3CCCC3)cc12	-0.7	10	-0.2	0	-2	0	1	6	9
OC1CCN(Cc2cccc(Oc3ccccc3)c2)CC1	0.3	7	-1.2	5	-9	9	-7	3	-10
O=C(CSc1nccn1-c1ccccc1)NCc1ccc2c(c1)OCO2	-1.0	4	-0.2	-6	6	1	4	5	13
CCc1ccc(/C=C2/C(=O)N(C)C(=S)N2CC(=O)OC)s1	-0.6	-8	-0.2	-4	-8	1	5	-3	-3
CNC(=O)c1cc2c(n(-c3ccc(C)cc3)c1=O)CC(C)(C)CC2=O	0.6	.	0.9	-5	1	-1	-4	0	.
CCOc1ccc(NC(=O)CSc2ccc(-c3cccnc3)nn2)cc1	-0.2	-16	1.0	2	2	0	5	-13	-2
CSc1ncc(Cl)c(C(=O)C(C#N)c2nc3c(C)cc(C)cc3c(=O)[nH]2)n1 (stereo not drawn)	-0.6	-20	0.9	0	0	-3	-3	-6	28
Cc1nc(-c2ccccc2)sc1C(=O)Nc1ccc(S(N)(=O)=O)cc1	-0.1	-7	-0.6	5	-3	6	4	-28	0
COc1ccccc1OCCCCNC(C)(C)C	0.8	-7	0.3	-4	-5	4	-10	6	18
COc1ccc(NC(=O)NCCc2c(C)nn(C)c2C)c(OC)c1	-0.3	.	1.7	5	0	3	3	19	.
CCCNCc1nnc(-c2ccccc2Cl)o1	0.1	5	0.4	4	-2	1	5	4	-4
COc1ccccc1CN1C(=O)CCC1(C)C(=O)NCc1cccnc1 (stereo not drawn)	0.3	-3	-0.8	-4	4	6	-1	3	2
CSc1ccccc1NC(=O)CN(C)C(C)C(=O)NC(=O)NC1CCCCC1 (stereo not drawn)	-0.2	-4	0.2	1	2	3	4	20	-1
CCN(CC)CCCN1C=C2C(=O)C(C)(OC(=O)C3CCCC3)C(=O)C(c3ccccc3)=C2C=C1CCCC(=O)OC (stereo not drawn)	-0.1	.	0.5	4	-3	6	24	-12	-18
CCOC(=O)c1cc(-c2ccccc2)sc1NC(=O)CSc1nnnn1C	0.4	-11	0.2	-3	-3	3	7	0	-3
O=C(CN1CCC(n2nnc3ccccc32)CC1)NCc1cccs1	0.1	-12	-0.1	-2	1	2	-6	32	2
CCOc1ccc(-c2cn3nc(CC(C)C)sc3n2)cc1	-0.1	.	-1.1	-3	-3	0	7	9	.
Cc1ccc(C(=O)NCC2CCCO2)cc1S(=O)(=O)N1CCCCC1 (stereo not drawn)	0.2	-3	0.7	-1	0	6	2	-3	-6
CCN(CC)S(=O)(=O)c1ccc(C(=O)NCCSc2c(-c3ccc(F)cc3)[nH]c3ccccc23)cc1	0.2	-13	.	-1	0	0	-8	-14	.
COCCCNC(=O)CCc1nc(-c2ccccc2)no1	-1.0	-9	.	0	-7	0	.	4	.
CCC(=O)Nc1cc(C(=O)OCC(=O)c2ccccc2Cl)ccc1C	-0.1	-15	1.1	-3	-6	4	-6	-2	-1
c1ccc(CN2CCC(Nc3ncnc4sccc34)CC2)cc1	1.0	-8	0.9	-3	-5	11	-19	-26	77*
CCOC(=O)N1CCC(NC(=O)C2CCCN(C(=O)c3cc4sccc4n3C)C2)CC1 (stereo not drawn)	-0.2	3	0.2	0	0	-1	-2	19	-16
CC1(C)C(C=C(Cl)Cl)C1C(=O)N1CCN(Cc2ccccc2)CC1 (stereo not drawn)	-0.6	-22	70*	14	-2	2	-23	-8	78*
CCCNc1ncccc1C(N)=O	-0.1	5	0.8	3	-4	3	3	7	-3
CN(C)CCP(=O)(c1ccccc1)c1ccccc1	-0.6	-7	7.4	-3	7	0	-5	-4	9
O=C(NC1CC(=O)N(c2ccc(F)cc2)C1)c1ccco1 (stereo not drawn)	0.2	0	1.1	4	1	0	.	.	.
CC(=O)Nc1ccc(S(=O)(=O)NC(CC(=O)O)c2ccc(C)cc2)cc1 (stereo not drawn)	0.5	3	-0.4	5	0	0	-4	8	6
C=CSc1sc(Cl)c(N2CCOCC2)c1[N+](=O)[O-]	-1.5	-4	.	3	-1	4	.	11	.
